Source: PubChem BioAssay
MEKK2wt PB1 HTS = modulators of MEK5 binding to wildtype MEKK2, primary screen, biochemical, multiplex bead flow cytometry, Alexa488-MEK5; Alexa488-MEK5 binding to MEKK2 WT; actives lie on both sides; binding response (% of control), % at 10 µM; 1.1% of 290,000 active; AID 1531, 2009; in the data active means binding response below about 67% or above about 130%
M18AAP inhibitor = PfM18AAP inhibitors, malaria aminopeptidase, primary screen, biochemical, QFRET, recombinant enzyme; AID 1822, 2009; H-Glu-NHMec fluorogenic cleavage; 1.2% of 290,000 active; M18 aspartyl aminopeptidase (Plasmodium falciparum 3D7); inhibition, % at 7.35 µM;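 active means inhibition above the campaign mean inhibition over all tested compounds plus 3 SD, cut at about 28% in these data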;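 further: 0% = plate median of test compound wells and 100% = 2 mM ZnCl2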
OXTR ag = human OXTR agonists, primary screen, fluorescence, CHO-OTR cells, Fluo-8 calcium; Oxytocin receptor (Homo sapiens), P30559; Fluo-8 calcium fluorescence; normalized: DMSO 0%, oxytocin 100%; activation, % at 3 µM; 0.32% of 320,000 active; AID 2435, 2010;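 active means activation above the mean of all tested compounds plus 3 SD, cutoff set per screening run, cut at about 20% in these data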;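 further: peak over basal fluorescence ratio from a 100 s FLIPR kinetic read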
Target sequence (P30559 whole entry, looked up): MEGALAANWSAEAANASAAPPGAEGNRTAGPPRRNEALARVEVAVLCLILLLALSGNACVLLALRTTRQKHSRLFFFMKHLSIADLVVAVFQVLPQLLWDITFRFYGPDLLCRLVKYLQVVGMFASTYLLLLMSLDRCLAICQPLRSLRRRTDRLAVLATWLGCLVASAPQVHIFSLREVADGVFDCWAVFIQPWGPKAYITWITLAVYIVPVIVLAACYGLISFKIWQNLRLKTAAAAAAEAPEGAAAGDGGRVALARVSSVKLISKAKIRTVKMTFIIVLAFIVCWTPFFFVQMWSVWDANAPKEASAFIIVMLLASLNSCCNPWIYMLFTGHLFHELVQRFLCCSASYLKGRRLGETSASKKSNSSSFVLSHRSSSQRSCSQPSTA
NALP1 yeast inh = NALP1 inflammasome inhibitors in reconstituted yeast, colorimetric, S. cerevisiae, triplicate retest. inhibition, % at 10 µM. 0.61% of 280,000 active. AID 2071, 2009. S. cerevisiae NALP1/ASC/caspase-1 growth, X-gal OD620, 72 h; in the data active means inhibition mostly above about 24%, no sharp cut-off; inactive means mostly below about 32%; further: some compounds called inactive have numbers as strong as hits
GPR7 antag = GPR7 receptor antagonists, primary screen, cell-based, fluorescence, single concentration. Neuropeptides B/W receptor type 1 (Homo sapiens), P48145. GPR7-expressing cells, fluorescence antagonist assay. inhibition, % at 4.4 µM. 1.1% of 290,000 active; in the data active means inhibition above about 16%, passing the limit was not always enough;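 further: cells stimulated with the agonist NPW; 0% = agonist with vehicle and 100% = vehicle without agonist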
MEKK3 PB1 HTS = modulators of MEKK3-MEK5 PB1 binding, primary screen, biochemical, wildtype MEKK3, multiplex bead flow cytometry, Alexa488-MEK5; bead-based flow cytometry, Alexa488-MEK5 binding to MEKK3; actives lie on both sides; 0 = blocked by unlabeled MEK5, 100 = vehicle; 1.4% of 290,000 active; AID 1529, 2009; binding response (% of control), % at 10 µM;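 active means binding response more than 3 SD above or below the average of its plate-row segment, actives on both sides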;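 further: Alexa488 bead fluorescence after subtracting the streptavidin-only scavenger bead signal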
Target sequence (Q99759 whole entry, looked up): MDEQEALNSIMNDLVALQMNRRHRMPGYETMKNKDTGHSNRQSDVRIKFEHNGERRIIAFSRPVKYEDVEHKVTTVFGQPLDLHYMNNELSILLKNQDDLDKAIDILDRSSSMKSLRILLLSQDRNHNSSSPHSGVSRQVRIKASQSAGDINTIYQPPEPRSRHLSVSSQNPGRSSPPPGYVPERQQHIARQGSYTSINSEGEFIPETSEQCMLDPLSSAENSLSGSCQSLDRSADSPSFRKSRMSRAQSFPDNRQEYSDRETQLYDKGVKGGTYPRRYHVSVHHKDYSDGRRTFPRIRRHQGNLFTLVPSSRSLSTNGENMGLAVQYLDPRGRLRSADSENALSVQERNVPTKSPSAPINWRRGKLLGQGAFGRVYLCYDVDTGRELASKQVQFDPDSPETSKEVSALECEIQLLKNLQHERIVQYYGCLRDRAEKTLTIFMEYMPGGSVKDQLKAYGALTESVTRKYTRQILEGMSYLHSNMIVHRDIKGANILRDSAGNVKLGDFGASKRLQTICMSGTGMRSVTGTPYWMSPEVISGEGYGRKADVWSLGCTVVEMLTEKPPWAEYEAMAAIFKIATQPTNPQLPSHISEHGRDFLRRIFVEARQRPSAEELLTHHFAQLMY
MEKK2 mut-MEK5 = MEK5 binding signal on mutant MEKK2 PB1, primary screen, biochemical, multiplex bead flow cytometry, Alexa488-MEK5 | Alexa488-MEK5 binding to MEKK2 mutant | AID 1530, 2009 | percent response, % at 10 µM | 0.35% of 290,000 active; in the data active means percent response above about 24%, passing the limit was not always enough; further: inactives centre near 1; some results filed as inactive read as strong as hits; reference of the scale not given here
FID counter = compounds displacing fluorescent DNA intercalator, primary screen, artefact control for HCV NS3 helicase inhibitor project, biochemical, FID fluorescence; DNA fluorescent intercalator displacement; inhibition, % at 7.9 µM; 0.17% of 290,000 active; in the data active means inhibition above about 37%;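 further: 0% = vehicle and 100% = reference compound; higher means more ethidium bromide displaced from hairpin DNA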
PHOSPHO1 block = PubChem AID 1565; recombinant PHOSPHO1, absorbance phosphatase assay; inhibition, % at 13.3 µM; Phosphoethanolamine/phosphocholine phosphatase (Homo sapiens), Q8TCT1; 1.1% of 290,000 active; in the data active means inhibition above about 60%
Starred values were filed as active, the others as inactive; . = not tested or not shown.

SMILES,MEKK2wt PB1 HTS,M18AAP inhibitor,OXTR ag,NALP1 yeast inh,GPR7 antag,MEKK3 PB1 HTS,MEKK2 mut-MEK5,FID counter,PHOSPHO1 block
N#C/C(=C/c1ccc(Cl)cc1)NC(=O)c1ccccc1,110.0,-5.2,-0.4,43.3*,5.4,112.0,13.0,0.2,0.2
O=C(c1ccccc1)c1ccc(OC(=O)N2CCOCC2)cc1,102.0,-2.4,1.2,11.1,-7.9,106.0,7.0,-11.8,0.7
CN1/C(=C\C(=O)CSc2ncn[nH]2)C(C)(C)c2ccccc21,101.0,66.3*,1.4,13.5,-3.0,102.0,1.0,-0.5,0.6
O=C(c1cc(-c2ccc(Cl)c(Cl)c2)on1)N1CCCC1,107.0,-12.4,.,29.2,1.6,107.0,8.0,-3.2,34.3
COc1ccc(N2CCN(CCN3C(=O)c4ccccc4C3=O)CC2)cc1,102.0,-0.1,0.1,15.7,7.1,102.0,12.0,-10.3,27.9
Cc1ccc(N2C(=O)N(CC(=O)Nc3ccccc3C)C(=O)C2C)cc1 (configuration not stated),106.0,18.0,.,-0.5,-5.1,100.0,2.0,-18.2,-2.0
Cn1cc(CNCc2cn[nH]c2-c2ccc(F)cc2)c(-c2ccc3c(c2)OCCO3)n1,97.0,-6.2,-0.3,6.3,-1.0,102.0,-3.0,10.5,6.4
COc1ccc(C(=O)CC(=O)C(=O)Nc2cc([N+](=O)[O-])ccc2OC)cc1,111.0,8.1,0.0,15.8,5.1,112.0,12.0,-17.7,2.0
Oc1ccc(-c2nccc(-c3ccc(Cl)cc3Cl)n2)cc1,96.0,-1.3,-0.7,-2.0,-15.2,103.0,-6.0,-3.9,12.5
Cc1cc(C)c(NC(=O)CN2C(=O)NC(Cc3ccccc3)C2=O)c(C)c1 (configuration not stated),98.0,-6.6,-0.6,18.5,-16.4,99.0,9.0,-0.8,-1.3
CCOC(=O)CC(NC(=O)CCc1c(C)nc2ncnn2c1C)c1ccc(OC(C)C)cc1 (configuration not stated),96.0,1.4,-0.6,3.3,-7.2,101.0,5.0,-21.1,-35.2
c1coc(CNc2ncnc3sc4c(c23)CCCCC4)c1,90.0,6.3,-2.2,7.0,-15.6,92.0,-3.0,-17.0,-10.0
CC(C)OC(=O)CSc1nc2ccccc2s1,108.0,-7.3,-1.1,-18.6,-10.9,105.0,5.0,0.4,-6.1
Cc1cccc(NC(=O)C2CCCN(C(=O)NCc3ccccc3)C2)c1C (configuration not stated),102.0,-9.4,-0.3,-6.7,4.9,100.0,-2.0,-14.0,32.5
CCN(CC)S(=O)(=O)c1cccc(NC2=NCCCCC2)c1,93.0,-8.1,0.6,-0.6,-6.9,96.0,-3.0,-0.5,7.4
Cc1ccc(S(=O)(=O)N2CCCCC2)cc1C(=O)Nc1ccc(S(=O)(=O)Nc2ncccn2)cc1,103.0,-2.4,-1.0,-0.1,-6.4,101.0,7.0,-33.3,16.2
CCc1nnc(NS(=O)(=O)c2ccc(N/C=C/C(=O)c3ccc(OC)cc3)cc2)s1,83.0,-7.4,3.5,9.8,3.8,97.0,-13.0,-29.2,36.3
O=C(NCCCN1CCCC1=O)c1ccc(OCc2ccccc2)cc1,103.0,-0.9,3.6,-3.3,-9.6,97.0,1.0,-25.7,-3.2
Cc1nn(Cc2ccccc2)c(C)c1NC(=O)c1noc2c1CCc1ccccc1-2,96.0,-0.5,-1.2,25.6,-5.1,100.0,-4.0,-30.9,-7.3
O=C(CC(=O)c1ccccc1)Nc1cccnc1,96.0,-15.4,-0.3,-16.0,-7.2,121.0,-2.0,-4.0,-4.0

No new results follow: entries from further up.
SMILES,MEKK2wt PB1 HTS,M18AAP inhibitor,OXTR ag,NALP1 yeast inh,GPR7 antag,MEKK3 PB1 HTS,MEKK2 mut-MEK5,FID counter,PHOSPHO1 block
N#C/C(=C/c1ccc(Cl)cc1)NC(=O)c1ccccc1,110.0,-5.2,-0.4,43.3*,5.4,112.0,13.0,0.2,0.2
O=C(c1ccccc1)c1ccc(OC(=O)N2CCOCC2)cc1,102.0,-2.4,1.2,11.1,-7.9,106.0,7.0,-11.8,0.7
CN1/C(=C\C(=O)CSc2ncn[nH]2)C(C)(C)c2ccccc21,101.0,66.3*,1.4,13.5,-3.0,102.0,1.0,-0.5,0.6

(listing goes on)
SMILES,MEKK2wt PB1 HTS,M18AAP inhibitor,OXTR ag,NALP1 yeast inh,GPR7 antag,MEKK3 PB1 HTS,MEKK2 mut-MEK5,FID counter,PHOSPHO1 block
c1ccc(-c2nnc3n2N=C(c2ccc4c(c2)OCO4)CS3)nc1,101.0,-2.1,-1.4,-11.6,0.7,102.0,8.0,-11.3,36.3
CCC(CC)C(=O)Nc1c2c(nn1-c1ccc(OC)cc1)CS(=O)C2 (configuration not stated),111.0,-5.6,-0.9,-9.9,6.6,111.0,6.0,-2.4,-2.7
Cn1c(=O)[nH]c(=O)c2c1nc(SCc1ccccc1Cl)n2CC(N)=O,101.0,-5.2,-0.4,11.3,-6.8,101.0,1.0,-21.6,13.0
COc1cccc(NC(=O)CSC2=NN3CCCC(=O)N=C3S2)c1,95.0,0.5,4.2,3.6,-6.7,102.0,1.0,-8.4,27.9
CCOC(=O)C1=C(C)NC2=C(C(=O)C(C(=O)OCC)C(c3ccccc3OC)C2)C1c1ccccn1 (configuration not stated),102.0,-5.9,0.2,17.1,-3.7,102.0,1.0,-16.4,21.5
COc1ccc(CCNC(=O)/C=C/c2ccco2)cc1,102.0,-27.1,-0.1,22.2,-3.5,100.0,2.0,-22.6,-7.3
NC(=O)c1nsc(C(=O)N(c2ccccc2F)C(C(=O)NCc2ccccc2)c2ccc(O)cc2)c1N (configuration not stated),101.0,3.1,2.5,22.1,-9.1,102.0,-5.0,-21.2,23.0
O=C(NCCCN1CCCC1)Nc1cccc2ccccc12,.,-1.2,-0.4,-0.8,10.4,.,.,3.2,16.0
COC(=O)c1cc2oc(C)cc2n1CC(=O)Nc1ccc(C)c(C)c1,.,-6.7,-0.1,5.5,1.0,.,.,-15.4,0.1
Cc1cc2oc(C(=O)Nc3ccc(S(N)(=O)=O)cc3)c(C)c2cc1Cl,86.0,-1.1,0.5,-4.8,0.1,93.0,-6.0,1.4,4.9
O=C(CSc1nnc(-c2cccc(Br)c2)o1)N1CCOCC1,94.0,-6.5,0.4,6.8,-13.4,99.0,-2.0,-9.3,27.6
OC(COCc1ccccc1)Cn1cnc2ccccc21 (configuration not stated),102.0,-5.8,1.1,21.4,-9.8,103.0,2.0,-4.5,-9.3
CCc1c(C(=O)Nc2ccc(C)c(C)c2)[nH]c(C)c1C(C)=O,105.0,-6.1,2.3,13.6,4.4,107.0,10.0,-15.9,28.0
Cc1ccc(-c2nnc(SCC(=O)Nc3ccc(S(=O)(=O)N4CCCCCC4)cc3)o2)cc1,105.0,1.1,0.9,-11.5,-6.3,103.0,3.0,-0.3,-8.5
O=C(CCNS(=O)(=O)c1ccc(Br)cc1)NCc1ccc(F)cc1,100.0,0.0,0.1,19.8,3.0,103.0,-5.0,-21.5,23.9
CC(=O)Nc1ccccc1OCCOc1ccc(Br)cc1,110.0,-3.9,4.0,-4.4,-13.3,120.0,-1.0,-8.0,52.7
COc1ccc(OC)c(C(=O)c2nc3c(n2O)CCCCC3)c1,103.0,-4.1,0.4,-3.4,1.6,99.0,5.0,0.8,31.1
O=C(c1ccco1)N(Cc1cccc([N+](=O)[O-])c1)c1ccc(Br)cc1,78.0,0.9,-1.3,0.6,1.9,83.0,-19.0,-6.0,36.6
CCOC(=O)c1sc(=S)n(-c2ccc(F)c(F)c2)c1N,103.0,-7.2,0.2,11.9,-8.6,101.0,4.0,2.8,44.8
O=C(O)c1cc(Cl)c(Cl)cc1C(=O)Nc1cccnc1,112.0,1.2,0.3,17.6,-2.3,119.0,0.0,5.2,3.5
CCOc1ccc(N(CCCCO)C(=S)NC(=O)c2ccc(C)c(Br)c2)cc1,100.0,12.7,0.0,18.3,-4.5,98.0,-4.0,-13.4,-116.3
CCOC(=O)C1(Cc2ccccc2)NC(c2ccccc2F)C2C(=O)N(CC)C(=O)C21 (configuration not stated),97.0,2.8,1.5,1.6,17.2,94.0,0.0,-30.5,-5.5
CSc1ccc(NC(=O)N2CC=C(n3c(=O)[nH]c4ccccc43)CC2)cc1,92.0,4.0,1.9,20.8,15.8,93.0,-2.0,-27.7,4.7
O=C(NCC1CCCO1)c1ccc(CSCc2cccc(F)c2)o1 (configuration not stated),98.0,1.9,0.4,3.4,-13.2,101.0,0.0,-20.2,-12.6
COCCn1c(SCC(=O)N2CCCC2)nnc1-c1ccco1,102.0,1.9,0.3,1.8,-12.2,103.0,2.0,-5.7,36.2
COc1ccc(Nc2ncnc3sccc23)cc1,97.0,6.3,-0.1,10.2,-4.8,100.0,0.0,-4.0,28.0
Cc1cc(NC(=O)CN(C)S(=O)(=O)c2cnc[nH]2)ccc1Br,97.0,2.4,-1.0,21.5,3.9,97.0,-5.0,-3.9,12.1
O=C(COc1ccccc1)NCC(=O)N/N=C/c1ccc(Cl)cc1,105.0,4.5,2.2,3.1,-5.6,103.0,10.0,-28.5,47.7
COc1ccc(C(=O)CC(=O)C(=O)Nc2ccc(C)c(C)c2)cc1,109.0,-4.4,-0.5,-7.1,-11.6,109.0,7.0,-13.7,18.4
COc1cccc(-n2c(=S)sc3c(=O)n(-c4ccccc4OC)c(SCC4OCCO4)nc32)c1,99.0,-7.7,0.1,13.6,-20.1,103.0,1.0,0.0,-10.0
O=C(CSc1nc2sc3c(c2c(=O)n1-c1ccccc1)CCCC3)N/N=C/c1ccc(C(=O)O)cc1,98.0,5.6,0.9,12.1,-9.1,97.0,0.0,-2.1,35.9
COC(=O)c1ccc(-n2c(C)cc(C(=O)COC(=O)CNS(=O)(=O)c3ccc(C)cc3)c2C)cc1,94.0,5.7,0.7,29.8,-0.7,96.0,-2.0,-38.3,5.7
C/C(=N\NC(=O)CSCc1ccccc1Cl)c1cccc(NC(=O)c2ccccc2)c1,110.0,-2.2,0.1,3.9,-13.0,110.0,4.0,-1.4,8.0
O=C(Nc1nccs1)c1ccccc1N=Cc1ccccc1,99.0,-1.3,-1.5,1.2,1.4,103.0,5.0,4.8,7.2
Cc1ccccc1C1C(C#N)=C2NC(=O)c3c(sc4c3CCCCC4)N2C2=C1C(=O)CC(C)(C)C2 (configuration not stated),.,5.2,1.5,-1.1,-4.8,.,.,-15.4,28.4
Cc1ccc(C(=O)Nc2ccccc2C(=O)O)cc1S(=O)(=O)NC1CCCCC1,99.0,-6.6,-0.9,-0.7,-4.1,97.0,1.0,-14.3,.
CCN(Cc1ccccc1)C(=O)CCc1nc(-c2ccc(C)cc2)no1,106.0,1.3,0.0,-6.8,-11.7,106.0,21.0,-32.6,-6.0
COc1ccc(/C=C/C(=O)C2C(=O)C=C(C)OC2=O)cc1O (configuration not stated),111.0,9.9,2.4,28.2,2.6,106.0,12.0,-3.7,4.1
CCOCc1cnc(C)nc1NCC(=O)c1c(C)[nH]c2cc(C)ccc12,94.0,-7.0,0.6,26.7,-2.5,92.0,-6.0,2.9,50.9
